# Compound activity as filed in PubChem BioAssay.
# V-ATPase pHluor = yeast V-ATPase proton transport regulation by pHLuorin. 0.37% of 350,000 active. response, % at 10 µM. S. cerevisiae, pHLuorin cytosolic pH fluorescence; in the data active means response mostly above about 7.3%, no sharp cut-off; inactive means mostly below about 5.4%; further: actives read high; inactives centre near 0; some compounds called inactive have numbers as strong as hits; reference of the scale not given here
# CDK5 p35 inh = blocks human CDK5/p35 kinase activity; Q00535+Q15078; Recombinant CDK5/p35, ADP-Glo luminescence, 60 min; inhibition, % at 10 µM; 0.01% of 330,000 active; AID 488839;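 active means highest replicate inhibition of at least 50% and at least 75% of replicates reaching 50%; inconclusive means only one of the two criteria met; inactive means both criteria failed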;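 further: plate controls were DMSO neutral control for no effect and GW8510 at 10 µM for full effect; many of its hits are not listed in these tables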
# MITF act = activators of MITF-driven TRPM1 promoter activity in SK-MEL-5 cells; SK-MEL-5 TRPM1-promoter luciferase, 24 h; % of positive control, neutral wells = 0; 0.75% of 300,000 active; activation, % at 12.5 µM;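 active means mean activation of at least 80% with every replicate also reaching 80%; inconclusive means mean reaches 80% but some replicate falls short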;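 further: 0% = neutral control wells and 100% = parthenolide positive control wells; values of inactives mirror those of a sister screen read the other way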
# PvdQ acylase = P. aeruginosa PvdQ acylase inhibition | purified PvdQ acylase, fluorescence plate reader | inhibition, % at 10 µM | 0.063% of 340,000 active; in the data active means inhibition above about 30%, passing the limit was not always enough; inconclusive means no clear call, values can overlap the other calls;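 further: 0% = vehicle neutral wells and 100% = reference inhibitor wells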
# HTR5A inv ag = inverse agonist of human HTR5A in OPRM1-OPRD1 counter-screen | P47898 | HTR5A cell line, luminescence, inverse agonism | inhibition, % at 9.3 µM | 0.083% of 340,000 active | AID 504634; in the data active means inhibition mostly above about 23%, no sharp cut-off; inactive means mostly below about 18%;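 further: 0% = cells with DMSO and 100% = no-cell wells with DMSO; some compounds called inactive have numbers as strong as hits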
# Target sequence (P47898 whole entry, looked up): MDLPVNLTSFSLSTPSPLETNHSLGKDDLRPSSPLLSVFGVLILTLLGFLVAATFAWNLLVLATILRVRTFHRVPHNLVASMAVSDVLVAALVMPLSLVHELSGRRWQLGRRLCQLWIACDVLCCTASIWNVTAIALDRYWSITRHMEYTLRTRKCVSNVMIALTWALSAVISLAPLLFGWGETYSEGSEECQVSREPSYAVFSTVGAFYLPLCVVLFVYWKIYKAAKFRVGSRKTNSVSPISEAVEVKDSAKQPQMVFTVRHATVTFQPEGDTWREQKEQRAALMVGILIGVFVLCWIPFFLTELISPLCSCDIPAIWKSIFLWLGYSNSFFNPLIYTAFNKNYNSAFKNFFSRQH
# SR-BI DiI inh = blocks mouse SR-BI lipid uptake from DiI-HDL; Q61009; ldlA[mSR-BI] CHO cells, DiI-HDL uptake fluorescence, 3 h; inhibition, % at 12.5 µM; 0.96% of 320,000 active;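 active means mean replicate inhibition of at least 70% and a set share of replicates each scoring 70 or more; inconclusive means meets just one of the two criteria; inactive means fails both criteria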;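 further: 0% = median of neutral control wells and 100% = median of positive control wells; values of inactives mirror those of a sister screen read the other way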
# Target sequence (Q61009 whole entry, looked up): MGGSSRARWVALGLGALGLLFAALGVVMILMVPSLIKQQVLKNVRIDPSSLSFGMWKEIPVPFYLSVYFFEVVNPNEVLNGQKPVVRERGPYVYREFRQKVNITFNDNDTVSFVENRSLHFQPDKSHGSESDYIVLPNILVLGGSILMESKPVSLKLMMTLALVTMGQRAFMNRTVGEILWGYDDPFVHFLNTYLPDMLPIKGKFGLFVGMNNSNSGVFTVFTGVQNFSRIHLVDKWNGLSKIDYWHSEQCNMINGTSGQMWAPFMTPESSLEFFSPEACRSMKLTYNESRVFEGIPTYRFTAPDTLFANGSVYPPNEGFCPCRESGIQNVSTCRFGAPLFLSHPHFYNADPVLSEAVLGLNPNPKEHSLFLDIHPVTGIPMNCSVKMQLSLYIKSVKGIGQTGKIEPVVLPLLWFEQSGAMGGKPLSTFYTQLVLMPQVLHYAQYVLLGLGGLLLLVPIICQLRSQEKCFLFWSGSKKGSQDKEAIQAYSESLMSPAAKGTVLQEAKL
# HTR5A ag = activates human HTR5A in OPRM1-OPRD1 agonist counter-screen. AID 504692. activation, % at 9.3 µM. P47898. HTR5A agonist assay, luminescence, cell-based. 0.61% of 340,000 active; in the data active means activation mostly above about 9.5%, no sharp cut-off; inactive means mostly below about 7.6%;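 further: 0% = cells with vehicle only and 100% = reference agonist; strong numbers were not always called active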
# NSD2 inh = NSD2 (human) methyltransferase inhibition; inhibition, % at 12.5 µM; AID 743445; NSD2 peptide methylation, AlphaScreen, 120 min; 0.54% of 310,000 active; in the data active means inhibition above about 50%
# Wnt bcat act = Wnt/beta-catenin pathway activation. Wnt/beta-catenin reporter cell assay, activator, plate reader. activation, % at 9.35 µM. 1.2% of 300,000 active; in the data active means activation above about 30%, passing the limit was not always enough; inconclusive means no clear call, values can overlap the other calls;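 further: 0% = neutral control wells and 100% = positive control wells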
# dFosB act = mouse delta FosB homodimer activation; purified delta FosB, TAMRA-CDK5 oligo fluorescence polarization; percent of positive-control signal above neutral wells; 0.99% of 340,000 active; activation, % at 25 µM;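 active means mean activation above about 17%, with every replicate also reaching it, limit read from the data, passing the limit was not always enough; inconclusive means only one of the two conditions met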;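 further: fluorescence polarization rise as delta FosB binds a TAMRA Cdk5 AP-1 oligo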
# Active calls of the source: *; u = inconclusive; x = not tested or not shown. Rows were taken by chance. Share with any hit: about 5%.
SMILES,V-ATPase pHluor,CDK5 p35 inh,MITF act,PvdQ acylase,HTR5A inv ag,SR-BI DiI inh,HTR5A ag,NSD2 inh,Wnt bcat act,dFosB act
Cc1cccc(NC(=O)c2ccc(N3CCCCC3)c([N+](=O)[O-])c2)n1,-1,0.0,u,-2,-23,77*,-4,22,x,-10
COc1ccc(C(=O)NC(=S)Nc2ccc3[nH]c(=O)[nH]c3c2)cc1,0,-0.8,3,-7,-10,19,3,x,-1,-2
Nn1c(Cc2ccccc2)nc2cc(Cl)ccc2c1=O,2,1.1,-2,-6,3,16,-1,-5,8,0
COc1ccc(C(=O)N2CCCN(C)CC2)cc1S(=O)(=O)N(C)Cc1ccccc1,0,0.8,-1,0,2,17,-1,4,-4,-7
CN1CCCCC1=NCCCn1cnc2c1c(=O)n(C)c(=O)n2C,1,0.5,-1,-3,-7,-26,-1,0,x,-7
Oc1ccccc1C1NN=C(c2ccccc2)S1 (centres undefined),-4,0.6,x,-4,3,68,-1,-5,12,-2
O=C(N/N=C/c1cccc([N+](=O)[O-])c1)c1ccc(COc2ccccc2-c2ccccc2)cc1,1,0.1,-1,-7,18,74*,-8,-2,0,-8
CC(C)c1ccc(NC(=O)CCCC(=O)NCCc2ccccc2)cc1,1,1.3,x,6,-17,2,4,-4,3,-4
O=C1OCc2cc(NC(=O)C3CCCO3)ccc21 (centres undefined),-4,0.3,x,11,23,-5,1,-5,6,-3
COc1ccc2c3c(c(=O)oc2c1OCC(N)=O)CCCC3,0,-1.4,5,-11,4,-6,-3,-6,x,-24
O=C(CCS(=O)(=O)c1ccc(Br)cc1)Nc1ccc(Cl)cc1F,0,-1.5,-7,-12,-15,6,4,4,-2,7
O=C(COC(=O)c1ccc2[nH]c3c(c2c1)CCCC3)Nc1ccc(Cl)cc1Cl,2,-0.7,11,-14,8,0,-3,1,x,-15
O=C(OCC(=O)N1CCCc2ccccc21)c1cccc(S(=O)(=O)N2CCc3ccccc32)c1,-3,0.3,-7,-12,2,8,2,-1,-1,-1
CC1CCc2cc(F)ccc2N1C(=O)CSc1nnc2c3ccccc3n(C)c2n1 (centres undefined),-6,-1.0,1,-5,5,31,-1,x,-4,-7
Cc1cc(Br)ccc1NC(=O)CN(C)C(=O)c1ccc2ccccc2n1,0,-0.7,-8,-12,-17,-8,7,10,13,-2
COc1cc(OC)cc(-c2c(-c3ccc(F)cc3)c3cc(-c4ccc(OC)nc4)ccc3n2C)c1,-1,-1.5,8,-9,7,28,0,x,1,-3
O=C(COc1ccc(S(=O)(=O)NC2CCCCC2)cc1Cl)NCC1CCCO1 (centres undefined),17,-0.7,-11,-15,20,4,-7,2,x,-9
CCCC1(c2ccccc2)NC(=O)N(CC(=O)Nc2ccc(N3CCOCC3)cc2)C1=O (centres undefined),1,-1.3,0,-10,24,2,-10,4,-3,-6
C=CCSc1nc2c(c(=O)n(C)c(=O)n2C)n1CC,1,2.0,2,-9,20,-1,4,2,-2,-3
CCN1CCN(C(=O)/C=C/c2ccc(C)cc2)CC1,-1,0.6,8,-8,7,-11,-1,x,2,-5
O=C(Nc1cccc(S(=O)(=O)N2CCCCCC2)c1)c1ccc(=O)[nH]c1,2,0.9,-14,-20,-13,37,0,0,3,-11
O=C(c1ccc(F)cc1)C1CCN(C(=O)Nc2ccc(F)cc2)CC1,3,-0.5,4,-12,-5,-46,-3,5,x,1
O=C(NCCCN1CCOCC1)c1ccc(Sc2cccc(Cl)c2)c([N+](=O)[O-])c1,2,x,-8,4,-3,-1,-2,10,-8,0
CNc1ccc(C(=O)OCC(=O)NC(=O)NC2CCCC2)cc1[N+](=O)[O-],2,0.6,1,-4,1,-28,-3,-1,0,-3
Cc1cc(C)c(C#N)c(Nc2ccc3c(c2)OCCO3)n1,1,-0.4,9,-3,-11,x,4,x,0,-7
COc1ccc(CNC(=O)c2ccc(CS(=O)Cc3cccc(Cl)c3)o2)cc1 (centres undefined),-4,-1.2,2,6,-4,-9,-2,-1,-1,-12
COC(=O)c1ccc(CSc2nc(C(F)(F)F)c3c(c2C#N)CCC3)o1,-2,0.0,2,0,-6,40,2,-7,x,6
CCOC(=O)C(=Cc1cc(=O)c(OC)co1)C(=O)OCC,2,1.0,-97,-6,2,-3,7,-24,13,-9
COc1ccc(NCc2nnc(SCc3ccccc3)n2-c2ccc(OC)cc2)cc1,4,-0.7,x,-15,10,-7,2,5,10,-4
Cc1ccc(S(=O)(=O)Nc2cc(S(=O)(=O)N3CCCCC3)ccc2N2CCOCC2)cc1,0,-0.7,12,-1,7,-18,-3,-2,-2,-12
O=c1oc2ccccc2c(NCc2ccccc2)c1[N+](=O)[O-],-2,0.3,-11,-11,-2,-9,0,-3,0,-2
CCC(C)(C)NC(=O)c1ccc(S(=O)(=O)N2CCCCCC2)cc1,6,7.8,-8,4,-2,36,1,x,-2,-4
CN(CCn1ccnc1)Cc1cn(Cc2ccccc2)nc1-c1ccc2c(c1)OCO2,6,6.8,1,8,-10,x,0,4,3,-8
COc1ccc(C(=O)Cn2cnc3ccccc3c2=O)cc1OC,2,-8.1,1,-5,-2,4,0,-4,-3,-11
OCC(CBr)(CBr)CBr,-2,-0.1,14,0,-9,7,2,x,0,0
COc1ccc(C2CC(c3cccs3)=NN2C(=O)c2ccc(Br)o2)cc1 (centres undefined),-3,-0.6,1,-6,-17,11,3,-1,x,-5
COc1ccc(NC(=O)COc2ccccc2Cc2ccccc2)cn1,-2,0.1,2,-8,-9,-6,1,-2,-4,-9
Cc1nc(-c2ccccc2)sc1-c1nc(-c2ccccc2)ncc1S(=O)(=O)c1ccccc1,2,-1.7,8,-5,-36,16,-3,x,-1,-12
C=CCc1ccc(OCCN2CCc3ccccc3C2)c(OC)c1,-1,-4.3,-7,-5,4,8,2,13,-8,-5
Cc1cc(NC(=O)C2CC2)ncc1NC(=O)C12CC3CC(CC(C3)C1)C2,0,-0.4,3,-17,23,2,-6,14,-1,-6

# Of the compounds above, 5 have an aryl thioether with sulfur outside any ring:
SMILES,V-ATPase pHluor,CDK5 p35 inh,MITF act,PvdQ acylase,HTR5A inv ag,SR-BI DiI inh,HTR5A ag,NSD2 inh,Wnt bcat act,dFosB act
CC1CCc2cc(F)ccc2N1C(=O)CSc1nnc2c3ccccc3n(C)c2n1 (centres undefined),-6,-1.0,1,-5,5,31,-1,x,-4,-7
C=CCSc1nc2c(c(=O)n(C)c(=O)n2C)n1CC,1,2.0,2,-9,20,-1,4,2,-2,-3
O=C(NCCCN1CCOCC1)c1ccc(Sc2cccc(Cl)c2)c([N+](=O)[O-])c1,2,x,-8,4,-3,-1,-2,10,-8,0
COC(=O)c1ccc(CSc2nc(C(F)(F)F)c3c(c2C#N)CCC3)o1,-2,0.0,2,0,-6,40,2,-7,x,6
COc1ccc(NCc2nnc(SCc3ccccc3)n2-c2ccc(OC)cc2)cc1,4,-0.7,x,-15,10,-7,2,5,10,-4

# Other entries follow.
SMILES,V-ATPase pHluor,CDK5 p35 inh,MITF act,PvdQ acylase,HTR5A inv ag,SR-BI DiI inh,HTR5A ag,NSD2 inh,Wnt bcat act,dFosB act
C/C(CC(=O)Nc1cc(C)cc(C)c1)=N\NC(=O)c1ccccn1,0,-2.9,5,-10,-9,-37,4,-1,0,7
Cc1c(C(=O)N2CCCc3ccccc32)sc2nc(-c3ccccc3)cn12,1,0.7,32,-14,-18,68,6,x,51*,-3
CN(Cc1ccccc1)C(=O)c1cc2cc(F)ccc2[nH]1,1,-1.8,-14,-10,-1,-16,0,-4,5,2
C=C(C)c1cccc(C(C)(C)NC(=O)N2CCCC(C(N)=O)C2)c1 (centres undefined),-3,-0.8,-8,-10,19,-7,-4,-1,1,7
Cc1ccc(S(=O)(=O)N2[C@@H](c3cccc(Cl)c3)C(C(=O)O)=CC[C@H]2c2cccc(C)c2)cc1,-2,-1.1,-7,-3,-18,-19,3,x,0,-2
Cc1ccc(NC(=S)NCCc2ccc(S(N)(=O)=O)cc2)c(C)c1,1,0.6,-4,-7,-17,17,1,-3,20,6
COc1ccccc1NC(=O)c1ccc(-c2ccccc2F)o1,-4,-2.1,20,-4,-6,-15,5,-4,8,-2
Cc1ccc(S(=O)(=O)N2CC=C(C(=O)NC3CCCC3)CC2)cc1,1,-1.4,3,-6,8,1,-2,x,-1,-5
O=C(COc1ccc([N+](=O)[O-])cc1)Nc1ccc(NC(=O)c2ccccc2)cc1,-2,-0.5,-5,-7,18,10,1,-1,-3,7
O=C(NCCCn1ccnc1)C(=O)NCC(c1ccco1)N1CCN(c2ccccc2)CC1 (centres undefined),10,-4.8,-4,2,4,x,-2,x,-1,-3
Cn1c(=O)oc2cc(S(=O)(=O)NCCC(=O)N3CCN(c4ccccc4)CC3)ccc21,1,-2.1,5,-5,14,-16,1,0,0,-8
O=C(CCN1C(=O)COc2ccccc21)NCc1ccco1,0,-1.3,17,0,-4,-24,2,0,x,-6
Cc1ccc(N2C(=O)N(CC(=O)Nc3ccccc3C(F)(F)F)C(=O)C2C)cc1 (centres undefined),0,1.8,-4,-15,0,-33,0,-1,-2,-6
Cc1nc(C)n(CC(C)C(=O)N2CCN(S(=O)(=O)c3ccccc3)CC2)n1 (centres undefined),9,0.0,-1,-8,10,x,-4,-2,-1,2
Cc1ccc(NC(=O)N2CCC(C(=O)NCCC3=CCCCC3)CC2)cc1,0,0.5,-1,1,-1,54,9,1,-4,-2
O=C(O)/C=C/C(=O)NCCNc1ncc(C(F)(F)F)cc1Cl,0,-0.3,18,0,-4,1,1,-2,1,1
CCCCn1c(N)c(N(CCOC)C(=O)c2cc(S(=O)(=O)N3CCCCC3)ccc2C)c(=O)[nH]c1=O,1,-1.4,-3,-4,10,7,-4,-7,2,-3
CCc1c(C)nc2cc(-c3ccc(Cl)cc3)[nH]n2c1=O,2,1.4,x,-9,-11,-16,3,-2,11,-10

# Part of the list above in order of SMILES length, rising.
SMILES,V-ATPase pHluor,CDK5 p35 inh,MITF act,PvdQ acylase,HTR5A inv ag,SR-BI DiI inh,HTR5A ag,NSD2 inh,Wnt bcat act,dFosB act
O=C(CCN1C(=O)COc2ccccc21)NCc1ccco1,0,-1.3,17,0,-4,-24,2,0,x,-6
CN(Cc1ccccc1)C(=O)c1cc2cc(F)ccc2[nH]1,1,-1.8,-14,-10,-1,-16,0,-4,5,2
CCCCn1c(N)c(N(CCOC)C(=O)c2cc(S(=O)(=O)N3CCCCC3)ccc2C)c(=O)[nH]c1=O,1,-1.4,-3,-4,10,7,-4,-7,2,-3
